Source: PubChem (several laboratories)
hgDAF12 agonist: agonists of H. glycines DAF-12 nuclear receptor; HEK293 GAL4-hgDAF12 UAS-luciferase reporter, agonist luminescence; normalized to butyrate control; activation, % at 6.8 µM; hit rate 1.8% among 370,000;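 active = activation above a cutoff set at the mean of all screened compounds plus 3 SD, cut at about 10% in these data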;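 note: 0% = DMSO wells and 100% = sodium butyrate wells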
GAA850 FXN act: frataxin GAA850 promoter activation; activation, % at 6 µM; hit rate 0.56% among 360,000; HEK293 lucGAA850 FXN promoter luciferase reporter, 24 h; percent of 10 µM SAHA response;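 active = activation above the average of all compounds screened plus 3 SD, cutoff fixed separately per campaign, cut at about 7.5% in these data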;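 note: 0% = DMSO wells and 100% = 10 µM SAHA wells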
ssDAF-12 act: S. stercoralis DAF-12 activation, primary screen. HEK293 ssDAF-12/GRIP1 lit1-tk-luc reporter, luminescence; % of 3 µM dafachronic acid response. activation, % at 6.8 µM. hit rate 1% among 370,000. AID 652126;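 active = activation above the mean over all tested compounds plus 3 SD, cut at about 0.9% in these data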;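 note: 0% = DMSO-only wells and 100% = 3 µM delta7-dafachronic acid wells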
SMARCA2 act: activators of SMARCA2 function. MG213 cells, MMTV-luciferase reporter, dexamethasone, overnight. hit rate 1% among 370,000. activation, % at 9.1 µM. AID 652017; in the data active = activation above about 7.8%;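 note: 0% = vehicle wells and 100% = reference activator wells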
hcDAF-12 act: activators of H. contortus DAF-12 nuclear receptor; HEK293 hcDAF-12 lit1-tk-luc reporter, luminescence; 0% DMSO, 100% Δ7-dafachronic acid; activation, % at 6.8 µM; hit rate 1.4% among 370,000; AID 652067;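 active = activation above the mean of all tested compounds plus 3 SD, cut at about 5.5% in these data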;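 note: 100% = response to 3 µM Δ7-dafachronic acid high control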
NPR1 activator: GC-A (human) enzyme activation; P16066; HEK293 GC-A cells, cGMP TR-FRET, EC30 ANP; 0% at EC30 ANP, 100% saturating ANP; activation, % at 10 µM; hit rate 0.14% among 370,000; in the data active = activation above about 40%
Target sequence (P16066 whole entry, looked up): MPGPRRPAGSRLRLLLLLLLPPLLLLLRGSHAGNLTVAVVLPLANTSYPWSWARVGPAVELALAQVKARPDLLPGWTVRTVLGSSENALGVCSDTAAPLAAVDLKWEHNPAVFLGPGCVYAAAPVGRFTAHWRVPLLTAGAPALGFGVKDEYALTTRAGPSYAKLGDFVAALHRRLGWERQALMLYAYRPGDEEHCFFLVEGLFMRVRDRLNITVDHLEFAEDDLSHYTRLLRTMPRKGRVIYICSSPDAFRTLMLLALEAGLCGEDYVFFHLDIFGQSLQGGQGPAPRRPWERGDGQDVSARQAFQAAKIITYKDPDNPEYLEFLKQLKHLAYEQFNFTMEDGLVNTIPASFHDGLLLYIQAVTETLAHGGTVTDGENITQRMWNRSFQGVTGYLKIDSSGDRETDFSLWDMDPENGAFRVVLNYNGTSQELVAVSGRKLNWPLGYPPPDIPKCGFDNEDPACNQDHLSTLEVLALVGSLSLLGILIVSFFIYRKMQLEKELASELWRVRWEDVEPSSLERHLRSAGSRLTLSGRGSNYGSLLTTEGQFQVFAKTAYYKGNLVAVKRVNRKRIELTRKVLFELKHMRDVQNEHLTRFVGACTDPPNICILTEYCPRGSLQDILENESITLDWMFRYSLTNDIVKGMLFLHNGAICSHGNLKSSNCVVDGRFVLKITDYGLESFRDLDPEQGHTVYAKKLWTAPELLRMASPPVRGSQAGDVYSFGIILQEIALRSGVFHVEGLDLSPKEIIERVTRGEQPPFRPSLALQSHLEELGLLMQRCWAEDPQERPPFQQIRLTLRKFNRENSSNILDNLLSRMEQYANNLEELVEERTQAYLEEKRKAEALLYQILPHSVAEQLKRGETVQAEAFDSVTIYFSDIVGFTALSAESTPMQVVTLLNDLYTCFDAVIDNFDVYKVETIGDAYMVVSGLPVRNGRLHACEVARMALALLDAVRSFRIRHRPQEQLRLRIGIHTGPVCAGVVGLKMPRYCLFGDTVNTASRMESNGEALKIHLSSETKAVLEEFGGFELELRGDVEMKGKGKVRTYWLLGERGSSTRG
DAX1 inh-1: NR0B1 (DAX1) inhibition | hit rate 0.99% among 340,000 | P51843 | AID 504766 | inhibition, % at 6.75 µM | HEK293 Gal4-DAX1 luciferase reporter, luminescence;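 active = inhibition above the mean over all tested compounds plus 3 SD, cut at about 4.2% in these data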;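 note: 0% = DAX1-transfected cells with DMSO and 100% = empty-vector control cells with DMSO; inhibition shows as a rise in luminescence from relieved DAX1 repression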
proKLK7 act: proKLK7 (human) activation, primary screen; hit rate 0.9% among 370,000; purified proKLK7, EDANS-DABCYL substrate fluorescence; 100% is mature enzyme control, 0% vehicle; P49862; activation, % at 7 µM;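 active = activation above the mean of all tested compounds plus 3 SD, computed per campaign excluding outliers beyond control limits, cut at about 13% in these data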
HGIII-sPLA2 inh: Inhibits HGIII-sPLA2 liposome hydrolysis, primary screen. Q9NZ20. QFRET BODIPY PC-A2 liposome hydrolysis, fluorescence. inhibition, % at 12.2 µM. hit rate 0.56% among 370,000. AID 743126;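 active = inhibition above mean plus 3 SD of compounds lying within the high and low control bounds, cut at about 19% in these data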;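 note: 0% = median of test compound wells and 100% = no enzyme DMSO wells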
DAX1 inh-2: DAX1 (NR0B1) inhibition, primary screen; HEK293T StAR-luciferase reporter, SF-1/DAX-1 repression relief; inhibition, % at 6.8 µM; hit rate 1.1% among 370,000; AID 652010;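 active = inhibition above the mean over all tested compounds plus 3 SD, cut at about 3.6% in these data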;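 note: 0% = DAX-1 cells with DMSO and 100% = cells lacking DAX-1 with DMSO; higher inhibition means more luminescence from relief of DAX-1 repression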
NPR2 activator: GC-B (human) receptor activation; AID 1920062; hit rate 0.11% among 370,000; P20594; activation, % at 10 µM; HEK293-GC-B cells, CNP EC30, cGMP TR-FRET; 0% at EC30 CNP, 100% saturating CNP;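 active = activation at 10 µM reaching about 35% in either raw or pattern-adjusted values, limit read from the data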
Numbers without * were called inactive; . = not tested or not shown.

SMILES	hgDAF12 agonist	GAA850 FXN act	ssDAF-12 act	SMARCA2 act	hcDAF-12 act	NPR1 activator	DAX1 inh-1	proKLK7 act	HGIII-sPLA2 inh	DAX1 inh-2	NPR2 activator
COC(=O)c1ccc(CNC(=O)COC(=O)/C=C/c2cccc(OC)c2)cc1	-0.2	-1.0	-0.9	1	-0.9	-3	1.3	6.9	-14	0.1	0
C=C1C(=O)[C@]23C[C@H]1CC[C@H]2[C@]1(C)[C@@H](OC(C)=O)CC[C@@](C)(C(=O)O)[C@H]1C[C@@H]3OC(C)=O	3.4	.	-1.3	7.9*	-0.4	-5	.	-0.7	8	2.1	3
COc1ccc(NC(=O)Cn2c(=O)oc3cc(S(=O)(=O)N4CCCC4)ccc32)c(OC)c1	-4.2	1.8	-1.7	-4	-2.8	4	0.5	0.4	5	-1.2	4
Cc1cccc2cc(/C=C3\N=C(c4ccccc4)OC3=O)c(N3CCOCC3)nc12	0.6	-0.2	-0.9	-2	-1.2	-1	1.9	-0.2	-10	0.8	6
COc1ccccc1-c1nnc(SCc2nc3ccccc3[nH]2)n1C	0.5	0.0	-0.7	1	4.3	-11	-0.4	-0.6	0	1.1	-7
CCN(CC)S(=O)(=O)c1ccc(N2CCOCC2)c(NC(=O)c2ccc(OC)c([N+](=O)[O-])c2)c1	0.0	3.0	-0.7	-1	-0.4	-5	-0.2	-0.2	1	-0.2	2
NS(=O)(=O)c1cc(C(=O)OCC(=O)N2CCc3ccccc3C2)ccc1Cl	-0.7	2.5	-1.0	3	-0.8	3	-0.5	0.8	12	-0.9	-1
CCN(CC)S(=O)(=O)c1cc([N+](=O)[O-])ccc1NNC(=O)Nc1ccccc1OC	1.3	-1.3	-0.6	-1	-0.3	0	-0.1	0.6	-14	-0.1	3
O=c1cc(CN2CCc3ccccc3C2)nc2sccn12	-3.4	2.5	-0.8	-5	1.2	8	1.0	-0.7	7	-0.4	11
COc1cc(C(=O)NNC(=O)Nc2ccc([N+](=O)[O-])cc2)cc(OC)c1OC	2.7	-3.3	-0.9	-2	-2.2	-2	-0.5	0.0	5	-0.3	4
Cn1c2ccccc2c2cc(C(=O)OCC(=O)N3CC(=O)Nc4ccccc43)sc21	1.0	0.2	-1.3	-3	-0.4	-6	-0.8	-23	-11	-0.1	1
CC(C)CNC(=O)OCc1cn(Cc2ccccc2F)nn1	1.2	.	-0.5	-1	1.7	2	.	-0.5	4	1.6	10
COc1ccc(NS(=O)(=O)c2ccc(C)c(C(=O)N3CCC3)c2)cc1	1.7	-0.8	-0.8	-1	-1.5	2	-1.4	0.2	4	0.9	0
CC(=O)[C@@]1(O)CC[C@H]2[C@@H]3C[C@H](C)C4=CC(=O)C=C[C@]4(C)[C@@]3(F)[C@@H](O)C[C@@]21C	-2.6	2.6	-1.5	5	-1.7	3	1.1	0.5	-3	0.4	2
COc1ccc(C2C(C(=O)Nc3ccc(C)c(C)c3)CCC(=O)N2c2ccc(OC)cc2)cc1 (stereo unspecified)	-4.6	.	-1.2	-6	-2.4	0	.	0.1	-21	-0.3	0
O=C(c1cncs1)N1CCCC(CNS(=O)(=O)c2cccs2)C1 (stereo unspecified)	0.3	0.6	-1.1	7	-1.9	-2	1.2	0.3	1	0.1	2
COc1ccc(NC(=O)CSc2nnc(-c3cccs3)n2Cc2ccco2)cc1OC	-4.2	-2.2	-1.1	0	-1.4	7	-0.4	0.1	0	-0.8	5
CCCC(=O)Nc1ccccc1NC(C)=O	-0.9	4.8	-0.4	-1	-0.3	1	1.4	0.2	-1	-0.5	4
O=C1COc2ccc(C(=O)COC(=O)c3cc(S(=O)(=O)NCc4ccccc4)ccc3O)cc2N1	1.5	1.6	-1.8	-2	0.5	-5	2.1	0.6	-12	0.2	-3
COc1ccc(-n2nc(C(=O)c3cccs3)cc(-c3nc4ccccc4[nH]3)c2=N)cc1	0.4	2.8	-1.4	4	-0.7	14	-0.6	-0.4	16	0.3	5
CN(C)c1ccccc1C(=O)N1CCCC(C(=O)c2ccc3ccccc3c2)C1 (stereo unspecified)	-2.8	-0.6	-2.1	-4	-4.2	-3	-0.3	0.6	-6	0.0	1
COc1ccc(-n2c(C)nnc2SCC(=O)N2C(C)CCCC2C)cc1 (stereo unspecified)	3.5	0.7	-1.4	1	-1.2	-1	0.8	-0.2	10	0.5	2
O=C(Nc1ccc2oc(-c3ccccc3F)nc2c1)c1ncn[nH]1	19*	1.4	0.9	1	6.4*	17	0.0	-15	-34	5.0*	-6
COc1ccc(/C=N/NC(=O)c2ccccc2O)cc1COc1ccccn1	-1.5	-0.1	-1.1	2	-0.5	7	0.5	-0.1	2	1.3	2
COc1ccc(-c2nc3ccccc3o2)cc1OC	7.7	4.5	-0.6	5	4.0	3	-0.1	-0.7	-3	1.1	-3
Cc1cccc(S(=O)(=O)N(C)C[C@H]2OCc3cn(nn3)CCCC(=O)N([C@@H](C)CO)C[C@@H]2C)c1	0.3	0.4	-1.4	-2	0.9	4	2.5	-0.1	-2	-0.2	-6
COCC(C)n1c(C)cc(C(=O)COc2ccc(C)nc2[N+](=O)[O-])c1C (stereo unspecified)	-6.8	-3.8	-1.9	-3	-1.1	0	-1.9	-0.3	7	-0.7	3
O=C(CCC1CCCC1)c1c(O)c2ccccc2oc1=O	-2.6	0.7	-1.0	-1	-1.9	5	2.3	2.0	9	-0.7	-4
COc1ccc(CN2CCCCC2c2cccnc2)c(OC)c1C (stereo unspecified)	-1.1	-1.0	-1.6	-2	-0.3	-7	-1.1	0.8	5	1.1	-2
O=C(COC(=O)c1ccc(OC(F)(F)F)cc1)Nc1ncccn1	-0.6	0.9	-0.9	6	-0.3	1	2.7	0.1	1	2.0	-1
O=C(O)/C=C/C(=O)NCc1csc2ccccc12	-2.7	0.5	-1.1	2	-1.1	2	2.1	-0.4	8	0.7	-2
Cc1sc(NC(=O)c2cc3ccccc3oc2=O)c(C(=O)OC(C)C)c1-c1ccccc1	-0.7	-1.0	-1.2	-1	0.1	0	1.3	0.1	1	-0.5	0
Cc1[nH]c(-c2ccco2)nc1C(=O)O	-2.2	0.6	-0.4	-1	0.8	2	0.5	0.5	4	-0.1	0
CN1CCN(C2=C(NS(=O)(=O)c3cccs3)C(=O)c3ccccc3C2=O)CC1	0.8	0.7	-1.2	-2	-0.2	-6	-0.4	0.5	2	-1.1	0
COc1ccc2[nH]c(C(=O)N(C)Cc3ccccc3)c(C)c2c1	0.9	-1.5	-1.5	0	1.7	-2	1.4	0.0	-16	0.3	-5
Cc1cccc(N2C(=O)CC(N3CCN(c4ccccn4)CC3)C2=O)c1 (stereo unspecified)	1.2	1.8	-1.4	2	-2.2	1	-0.6	0.4	-4	-0.6	2
CCOc1ccc(NC(=O)CSc2nnc(C3CC3)n2C)cc1	-0.6	0.1	-0.9	1	-0.7	-2	0.4	0.5	1	-0.6	2
CSCCC(NC(=O)c1ccccc1)C(=O)OCC(=O)c1ccc[nH]1 (stereo unspecified)	-2.3	2.4	-1.1	-2	-0.2	0	1.1	-0.3	12	0.5	-2
CCCNC(=O)C1(C)CCCN(Cc2cccs2)C1 (stereo unspecified)	-2.1	1.1	-0.5	-4	0.8	2	.	-0.3	9	-0.4	1
COc1ccc(OC)c(NC(=O)c2cc(-c3cc(C)c(C)cc3O)n[nH]2)c1	1.4	2.4	-1.2	1	-0.2	1	0.2	-1.1	-3	0.6	1
COc1ccccc1NC(=O)N1CCCC1C(=O)NCc1cccs1 (stereo unspecified)	-0.8	0.0	-0.8	-2	1.9	1	-1.5	0.1	7	-0.1	0
CC(=O)NCCNc1nc2cc(-c3cccc(C(F)(F)F)c3)sc2c(=O)n1C	-1.2	1.2	-1.3	-3	-2.4	9	.	0.1	5	-1.4	-5
COCCCNC(=O)/C=C/c1cccc(Cl)c1	2.0	3.4	-1.6	-1	0.2	4	0.3	-0.1	5	0.2	2
CCOc1ccc(C2=Nn3c(CC)nnc3SC2)cc1	-1.9	1.6	-1.0	-4	-0.8	-2	0.8	-0.2	8	-1.3	-3
CC(C)c1c(C(=O)N/N=C2\CCc3ccccc32)nnn1-c1nonc1N	0.5	-1.5	-1.3	-4	2.3	1	0.9	-1.0	-2	0.8	-2
O=C(COC(=O)c1ccccc1)NCc1cccs1	3.9	2.6	-0.8	-1	-2.2	-4	-1.6	-0.7	9	-0.8	-6
NNc1ccc2c(C(F)(F)F)cc(C(F)(F)F)nc2n1	-2.3	0.8	-0.9	1	-1.1	-1	-0.4	4.0	13	0.5	2
C/C(N)=C(/C#N)C(=O)CSc1nc2ccccc2c(=O)n1Cc1ccc(F)cc1	-2.0	-2.0	-1.4	-3	-2.1	11	0.6	-0.2	8	-1.0	18
Cc1ccc(Nc2cc(C)nc3nc(C)nn23)c(C)c1	0.8	-3.5	-0.8	-1	-0.6	5	1.0	0.8	5	0.7	7
CCOC(=O)N1CCN(C(=O)CCn2nc(-c3ccc(Cl)cc3)ccc2=O)CC1	-1.3	-0.5	-1.4	1	-2.4	-9	0.8	-0.2	0	-0.1	-13
COc1cccc(/C=N/n2c(COc3ccccc3)n[nH]c2=S)c1OC	-1.6	2.2	-1.3	2	-1.3	-6	0.6	1.0	3	0.0	-4
CC(C)(C)c1ccc(C(=O)Nc2cc(Cl)c(Br)cc2C(=O)O)cc1	-1.4	.	-1.3	.	2.3	-6	.	.	-13	.	-4
CCCCCCC/C=N/Nc1nnc(Cc2ccccc2)c(=O)[nH]1	-0.1	1.8	-0.9	0	0.8	7	0.1	1.2	4	-0.1	-1
O=C1C(=O)N(CCCn2ccnc2)C(c2ccc(Cl)cc2)/C1=C(\O)c1ccc2c(c1)OCCO2 (stereo unspecified)	2.1	1.1	-0.7	-1	1.6	10	0.0	-0.2	-8	1.8	-3
COc1nccc(Nc2ccccc2)c1C#N	0.6	0.9	-1.2	-1	0.0	7	0.1	1.2	9	-0.7	1
COCc1[nH]nc2c1C(c1cccc(C(F)(F)F)c1)N(c1ccc(OC)cc1)C2=O (stereo unspecified)	-2.8	.	-1.3	5	-1.8	-26	.	-0.1	-17	-0.7	-27
COc1ccc(S(=O)(=O)/C(C#N)=C/Nc2ccc(NC(C)=O)cc2)cc1	-2.1	0.3	-0.6	2	-3.0	-7	0.8	0.2	-10	-0.1	-3

A few values from the list.
`COc1ccc(S(=O)(=O)/C(C#N)=C/Nc2ccc(NC(C)=O)cc2)cc1` in NPR2 activator: -3
`CCOC(=O)N1CCN(C(=O)CCn2nc(-c3ccc(Cl)cc3)ccc2=O)CC1` in SMARCA2 act: 1
`COc1cccc(/C=N/n2c(COc3ccccc3)n[nH]c2=S)c1OC` in HGIII-sPLA2 inh: 3
